High-throughput results: PubChem BioAssay, National Center for Advancing Translational Sciences (NCATS)
RECQ1 inh – blocks DNA unwinding by human RECQ1 | RECQ1 DNA unwinding, red fluorescence kinetic read | AID 2549 | P46063 | Potency, µM (titrated, usually from 57.3 µM), inactives show top-dose activity, negative = inhibition, usual class: inhibitors | 240,000 tested, 0.54% active;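 further: plate controls were vehicle for no effect and no enzyme for full effect; nearly all actives have a fitted effect of over 30% in size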
Target sequence (P46063 whole entry, looked up): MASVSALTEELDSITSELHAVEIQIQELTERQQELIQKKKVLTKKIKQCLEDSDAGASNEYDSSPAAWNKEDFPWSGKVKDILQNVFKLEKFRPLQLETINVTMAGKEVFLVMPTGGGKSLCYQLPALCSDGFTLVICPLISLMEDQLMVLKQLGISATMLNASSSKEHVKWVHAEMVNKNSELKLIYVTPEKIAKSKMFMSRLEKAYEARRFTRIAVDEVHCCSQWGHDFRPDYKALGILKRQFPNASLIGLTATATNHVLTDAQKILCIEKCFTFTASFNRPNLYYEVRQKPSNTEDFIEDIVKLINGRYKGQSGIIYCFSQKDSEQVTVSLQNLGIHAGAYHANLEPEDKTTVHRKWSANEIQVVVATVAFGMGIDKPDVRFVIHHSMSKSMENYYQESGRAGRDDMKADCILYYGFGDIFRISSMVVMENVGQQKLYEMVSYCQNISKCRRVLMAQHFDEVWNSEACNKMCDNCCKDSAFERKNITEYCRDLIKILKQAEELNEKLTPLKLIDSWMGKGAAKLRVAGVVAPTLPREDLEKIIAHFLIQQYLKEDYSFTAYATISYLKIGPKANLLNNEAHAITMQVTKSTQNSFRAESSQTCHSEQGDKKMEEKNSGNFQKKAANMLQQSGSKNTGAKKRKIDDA
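RECQ1T1 50 nM; forked duplex (20 bp + 30-nt ss tails) 200 nM, ATP 2 mM final; pH 8.0, 2 mM MgCl2, 2.5 ug/ml poly(dI-dC); 15 min compound preincubation; discontinuous kinetic read over 2 h at RT.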
GoLoco inh red – inhibitors of human Gai1-RGS12 GoLoco interaction (red fluorophore). P63096. Gai1:RGS12 GoLoco peptide FP, rhodamine, 10 min. Potency, µM (highest dose often 61.6 µM), inactives show at the highest dose activity, negative = inhibition, most hits filed as inhibitors. 230,000 tested, 0.44% active; active means well fitted inhibition curve with a large enough effect, not every such curve was filed as active; inactive means no such curve, though single readings can be large or run the other way; further: nearly all actives have a fitted effect of over 30% in size; many of its hits are not listed in these tables
Target sequence (P63096 whole entry, looked up): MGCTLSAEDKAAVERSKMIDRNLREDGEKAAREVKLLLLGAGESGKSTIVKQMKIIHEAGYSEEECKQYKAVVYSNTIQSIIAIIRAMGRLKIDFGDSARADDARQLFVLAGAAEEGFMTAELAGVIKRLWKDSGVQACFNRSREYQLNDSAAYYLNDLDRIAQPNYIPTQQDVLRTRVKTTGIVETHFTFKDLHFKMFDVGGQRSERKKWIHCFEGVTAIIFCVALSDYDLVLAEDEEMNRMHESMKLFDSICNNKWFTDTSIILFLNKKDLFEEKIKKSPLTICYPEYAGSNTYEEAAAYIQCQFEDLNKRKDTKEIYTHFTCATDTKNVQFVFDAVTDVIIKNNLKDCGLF
Tau fibril FP – blocks human tau fibril formation measured by polarization; P10636; K18 P301L tau heparin fibrillization, Alexa594 FP, 6 h; Potency, µM (highest dose often 57.7 µM), for the others: at the highest dose activity, negative = inhibition, hits mostly inhibitors; 280,000 tested, 0.39% active; further: nearly all actives have a fitted effect of over 55% in size
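Compound effects on tau fibrillization are measured by Alexa 594 fluorescence polarization (ex 555, em 632 nm). K18 P301L tau is used at 15 uM with 0.24 uM labeled tracer, and 20 uM heparin induces aggregation over 6 hr at 37 C.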
L3MBTL1 block – inhibitors of human L3MBTL1 | AlphaScreen L3MBTL1–H3K9me1 peptide binding | Potency, µM (highest dose often 57.1 µM), for inactives: top-dose activity, negative = inhibition, hits mostly inhibitors | 230,000 tested, 0.66% active; further: nearly all actives have a fitted effect of over 60% in size
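AlphaScreen proximity signal between nickel-chelate acceptor and streptavidin donor beads (final 10 ug/mL) reports binding of 50 nM L3MBTL1 to 75 nM biotin-H3 K9me1 peptide; complex incubated with compounds 30 min at room temperature; cefsulodin titration as control.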
Tau ThT inhib – inhibitors of human tau fibril formation, thioflavin T binding; P10636; recombinant tau K18 P301L (four-repeat tau fragment), heparin-induced fibrillization, ThT fluorescence; Potency, µM (titrated, usually from 57.4 µM), for inactives: at the top dose activity, negative = inhibition, usual class: inhibitors; 270,000 tested, 2.1% active; AID 1460; further: nearly all actives have a fitted effect of over 55% in size
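Aggregation was driven by heparin (20 uM final) acting on recombinant tau […] bearing P301L in 100 mM sodium acetate pH 7; fibrils were detected with Thioflavin T.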
TexasRed fluor – Texas Red fluorescence interference in TRb-SRC2 counter-screen. TRb/SRC2 Texas Red total fluorescence interference. Potency, µM (doses to about 106 µM), inactives show at the top dose fluorescence change, negative = quenching. 280,000 tested, 0.29% active; active means well fitted curve in either direction with a large enough effect; inconclusive means small, poorly fitted or top-dose-only effect
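Human TRβ ligand-binding domain (0.6 uM) and Texas Red SRC2 peptide (20 nM) in Tris buffer with 1 uM T3 and 5% DMSO were incubated with pinned compound for 5 hr at ambient temperature. Total fluorescence was computed as S + 2P (555/632 nm).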
JMJD2E inh – blocks human JMJD2E demethylase activity | 230,000 tested, 1.6% active | Potency, µM (titrated, usually from 57.1 µM), for the others: at the highest dose activity change, negative = inhibition, usual class: inhibitors | JMJD2E catalytic domain, FDH-coupled NADH fluorescence (FDH is formaldehyde dehydrogenase) | B2RXH2; active means well fitted inhibition curve with a large enough effect, not every such curve was filed as active; inconclusive means small, poorly fitted or top-dose-only effect, or another doubt; inactive means no such curve, though single readings can be large or run the other way;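 further: 0% = wells with enzyme and -100% = buffer wells without enzyme; nearly all actives have a fitted effect of over 50% in size; many of its hits are not listed in these tables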
TRb-SRC2 inh – TRbeta-SRC2 interaction inhibition; P10828; TRbeta-SRC2 peptide binding, fluorescence polarization; receptor liganded with 1 µM T3; 280,000 tested, 0.065% active; Potency, µM (titrated, usually from 106 µM), without a hit: at the highest dose activity change, negative = inhibition, actives largely listed as inhibitors; AID 1469;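 further: plate controls were bound peptide for no effect and peptide without receptor for full effect; nearly all actives have a fitted effect of over 50% in size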
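Decrease in fluorescence polarization of 20 nM Texas Red SRC2 coactivator peptide flagged inhibition of its binding to 0.6 uM TRb LBD; 1 uM T3 included, incubation 5 hr, ex 555/em 632 nm.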
* hit, by the source's call; i = inactive; ? = inconclusive; nt = not tested or not shown; [ ] = remark or other dose. Unless noted, the call rests on the fitted dose curve; in most records, active means well fitted curve in the direction sought with a large enough effect; inconclusive means small, poorly fitted or top-dose-only effect, or another doubt; inactive means no such curve, though single readings can be large; an effect the other way counts as inactive or inconclusive. Unless noted, on the % scale 0 is the no-effect control and ±100 the full control effect; potency means the concentration at half of the fitted maximal effect. An excerpt; count on the stated rates, not on these rows.

SMILES	RECQ1 inh	GoLoco inh red	Tau fibril FP	L3MBTL1 block	Tau ThT inhib	TexasRed fluor	JMJD2E inh	TRb-SRC2 inh
Cc1[nH]n(-c2ccccc2)c(=O)c1C=Nc1cnc2ccccc2c1	-16%	0%	-17%	nt	?	-3%	?	-16%
O=S(N1CCc2ccccc21)C12CC3CC(CC(C3)C1)C2 (centres undefined)	-18%	2%	4%	nt	-11%	-3%	-4%	-3%
COc1ccc(CC(=O)NC(C)c2nnc(SCc3nc4ccccc4c(=O)[nH]3)n2C)cc1 (centres undefined)	i	8%	1%	7%	-7%	0%	6%	4%
C[C@H]1C2=C3C(CC[C@H]4C(OCc5ccc(F)cc5C(F)(F)F)OC[C@](C)([C@@H]34)N(C(=O)OC(C)(C)C)C2)C(CO)C1CO (some centres undefined)	-8%	6%	1%	nt	-9%	-1%	?	10%
CCc1ccccc1N(C)C(=O)c1cnc(N2CCOCC2)c2ccccc12	nt	nt	1%	nt	0%	-1%	nt	1%
CCOC(=O)N/N=C1/C[C@@H](O)[C@@H](O)[C@@H]2[C@@H]3C(=O)N(CC)C(=O)[C@H]3CC[C@@H]12	i[11.5 µM]	nt	-7%[11.6 µM]	nt	1%[11.5 µM]	-32%[11.2 µM]	nt	-1%[11.2 µM]
Cc1cc2oc(=O)cc(Cn3ccnc3)c2cc1C	2%	-5%	-2%	4%	-7%	4%	?	1%
Cc1cc(C)c(C)c(S(=O)(=O)NCc2cccnc2)c1C	-2%	-6%	3%	1%	-7%	1%	10%	-10%
CC(C)(C)NC(=O)CN(C(=O)Cn1nnc(-c2ccccc2F)n1)c1cccc2c1CCCC2	-2%	-11%	3%	-2%	-6%	-1%	-1%	-3%
O=S(=O)(c1ccc2c(c1)OCCO2)N1CCC(c2nc3ccc(Cl)cc3[nH]2)CC1	8%	15%	-14%	nt	2%	0%	5%	-4%
S=c1[nH]nc(C2COc3ccccc3O2)o1 (centres undefined)	i	7%	3%	7%	-8%	-3%	-3%	-12%
CCCCc1nc2ccccc2n1CC(=O)N(COCC)c1c(C)cccc1CC	nt	nt	2%	nt	-14%	-1%	nt	4%
Cc1ccc(NC(=S)NCc2ccc(S(N)(=O)=O)cc2)c(C)c1	i	6%	-14%	-16%	7%	0%[53 µM]	2%	9%[53 µM]
Cc1c(C(=O)O)cccc1-c1ccc(/C=C2/NC(=O)N(c3ccccc3)C2=O)o1	i	3%	0%	-28%	-15%	-2%	?	-1%
O=C(Nc1ccc2c(c1)OCO2)C1CC(c2ccc(Cl)cc2)=NO1 (centres undefined)	-3%	2%	-3%	-12%	-13%	-1%	3%	0%
O=C(NC1CC2CCCC(C1)N2CC(=O)N1CCCc2ccccc21)C1CCCCC1 (centres undefined)	-5%	-2%	-1%	8%	-6%	0%	9%	-5%
CC1CCCN(S(=O)(=O)c2ccc(NC(=O)c3nc(SC(C)C)ncc3Cl)cc2)C1 (centres undefined)	nt	nt	-10%	nt	?	-2%	nt	0%
COc1ccc(-n2c(=O)c3ccccc3n(CC(=O)NC3CCCCC3)c2=O)cc1	i	-1%	-4%	nt	-2%	0%	7%	-2%
CCOCCCNC(=O)/C=C1\Sc2ccccc2N(Cc2ccccc2F)C1=O	?	-3%	3%	nt	-9%	-1%	?	-6%
C[C@@H]1CC[C@H]2C(=O)N3[C@@H](CC[C@@H](C)[C@@H]3c3ccc(Br)cc3)C(=O)N2[C@H]1c1ccc(Br)cc1	-11%	4%	-12%	0%	-16%	0%	-6%	0%

Two entries from above, reformatted:
S=c1[nH]nc(C2COc3ccccc3O2)o1 (centres undefined)
  RECQ1 inh: i	GoLoco inh red: 7%	Tau fibril FP: 3%	L3MBTL1 block: 7%	Tau ThT inhib: -8%	TexasRed fluor: -3%	JMJD2E inh: -3%	TRb-SRC2 inh: -12%

CCCCc1nc2ccccc2n1CC(=O)N(COCC)c1c(C)cccc1CC
  RECQ1 inh: nt	GoLoco inh red: nt	Tau fibril FP: 2%	L3MBTL1 block: nt	Tau ThT inhib: -14%	TexasRed fluor: -1%	JMJD2E inh: nt	TRb-SRC2 inh: 4%

Carrying on.
SMILES	RECQ1 inh	GoLoco inh red	Tau fibril FP	L3MBTL1 block	Tau ThT inhib	TexasRed fluor	JMJD2E inh	TRb-SRC2 inh
N#Cc1ccccc1COC(=O)c1cccnc1N	-13%	13%	-8%	-21%	1%	0%	?	0%
O=C(COC(=O)c1ccc(Br)o1)Nc1nc2ccccc2s1	-9%	9%	-5%	-7%	?	3%	5%	1%
COc1ccc(C(C)=O)cc1COC(=O)c1ccc2c(c1)OCO2	i	-7%	?	-7%	-6%	0%	11%	-12%
N#CC(C#N)=C1c2cc(S(=O)(=O)NCCO)ccc2-c2ccc(S(=O)(=O)NCCO)cc21	i	3%	?	nt	nt	-9%	-22%	-3%
C=CCn1cc(/C=C2\SC(N3CCOCC3)=NC2=O)c2ccccc21	-4%	-2%	7%	nt	?	-8%	0%	1%
NC(=O)C[n+]1cccc2ccccc21	-8%	11µM*	-10%	1%	-9%	-2%	?	-11%
CCOc1ccc(CC(=O)NC2CC(=O)N(c3cccc(F)c3)C2)cc1 (centres undefined)	nt	nt	-3%	nt	3%	-1%	nt	-8%
CC1(C)Cc2c(ccc3ccccc23)C(c2cc3ccccc3oc2=O)=N1	-3%	9%	-9%	0%	-6%	-1%	-8%	-3%
Cc1ccc2cc(CN(C(=O)c3cccnc3)C(C)C)c(=O)[nH]c2c1	i	37%[activator]	2%	nt	-17%	2%	?	-21%
COc1cc(OC)c(NC(=O)c2cnc(N3CCCC3)nc2C)cc1Cl	nt	nt	6%	nt	?	2%	nt	-3%
CN(C(=S)NCCN1CCOCC1)C(c1ccccc1)c1ccccc1	i	3%	2%	-4%	8%	0%	?	-4%
COCCN(CCOC)C(=S)Nc1ccccc1	-12%	-10%	2%	-5%	0%	0%	4%	4%
CC1(C)C(=O)OC(c2cccn2-c2ccc([N+](=O)[O-])cc2)C2(CCCCC2)C1=O (centres undefined)	-6%	-2%	-3%	3%	-6%	-6%	-5%	3%
COc1cccc(N2CCN(C(=O)c3cnn(-c4ccccc4Cl)c3C3CCN(C(=O)OC(C)(C)C)CC3)CC2)c1	nt	nt	6%	nt	-6%	-2%	nt	-1%
Cc1cc(C(=O)OCC(=O)Nc2ccccc2)c(C)o1	i	2%	?	-3%	-4%	-1%	-7%	0%
COc1ccc(-c2cc(C(C)=O)c(C)n2CCC(=O)Nc2ccc(C(F)(F)F)cc2)cc1	nt	nt	-13%	nt	-6%	0%	nt	3%
CC(C)(C)n1ncc2c(=O)n(CC(=O)NCc3ccc(F)cc3)cnc21	-4%	5%	1%	0%	-5%	-6%	6%	5%
CC(=Nc1ccc(C)cc1C)c1sc2ccccc2c1O	3%	5%	15%	14%	?	-1%	-7%	-12%
CC12C(=O)N(c3nccs3)C(=O)C1C1C=CC2C1 (centres undefined)	-20%	10%	-10%	?	-5%	-1%	5%	-18%
CC(C)Oc1ccccc1C1CC(=O)Nc2cc3c(cc21)OCO3 (centres undefined)	i	5%	9%	-8%	-19%	0%	5%	-2%

Three structures out of the list, ordered by formula weight, lowest first.
SMILES	RECQ1 inh	GoLoco inh red	Tau fibril FP	L3MBTL1 block	Tau ThT inhib	TexasRed fluor	JMJD2E inh	TRb-SRC2 inh
Cc1cc(C(=O)OCC(=O)Nc2ccccc2)c(C)o1	i	2%	?	-3%	-4%	-1%	-7%	0%
C=CCn1cc(/C=C2\SC(N3CCOCC3)=NC2=O)c2ccccc21	-4%	-2%	7%	nt	?	-8%	0%	1%
N#CC(C#N)=C1c2cc(S(=O)(=O)NCCO)ccc2-c2ccc(S(=O)(=O)NCCO)cc21	i	3%	?	nt	nt	-9%	-22%	-3%

Later entries.
SMILES	RECQ1 inh	GoLoco inh red	Tau fibril FP	L3MBTL1 block	Tau ThT inhib	TexasRed fluor	JMJD2E inh	TRb-SRC2 inh
CCCCN(CCCC)CCNC(=O)Cn1nc(C)n2c(cc3sccc32)c1=O	nt	nt	-10%	nt	11%	-18%	nt	4%
Cc1ccc(C(=O)Nc2cc(=O)n(C)c(=O)n2C)o1	-21%	10%	-5%	-2%	-8%	3%	-5%	-8%
CCCCC(CC)c1nnc(NC(=O)c2cccs2)s1 (centres undefined)	-16%	5%	1%	18%	-9%	-2%	?	-3%
CN(C)CCN(C(=O)c1cc(Cl)sc1Cl)c1nc2ccc(F)cc2s1	-1%	-4%	-7%	-2%	-6%	-5%	5%	0%
Cc1nn(Cc2ccc(Cl)cc2)c(C)c1NC(=O)c1c(-c2ccccc2)noc1C	-6%	3%	1%	3%	-14%	1%	-1%	-2%
CCOC(=O)c1cc(-c2ccccc2)n(CCC(=O)N2CCN(c3ccccn3)CC2)c1C	-14%	-12%	7%	-10%	-2%	-6%	?	3%
O=S(=O)(c1ccc(NC(=S)Nc2ccccc2)cc1)N1CCOCC1	-1%	10%	-5%	0%	-2%	-1%	-20%	4%
CC(C)CN(C(=O)CN1CCN(S(=O)(=O)c2ccccc2)CC1)c1c(N)n(CC(C)C)c(=O)[nH]c1=O	-4%	-14%	1%	6%	-5%	-1%	5%	-1%
O=C(CCSc1nc2ccccc2s1)N/N=C/c1c(O)ccc2ccccc12	0%	1%	-7%	-5%	14%	0%[53 µM]	-26%	-2%[53 µM]
O=c1cc(CO)oc(C(Nc2ccccn2)c2ccc(F)cc2)c1O (centres undefined)	-9%	6%	-2%	3%	?	1%	?	7%
COC(=O)c1ccc(C(/C=C/[C@@H](C)C(=O)N(C)Cc2ccccc2)NC(=O)OCc2ccccc2)cc1 (some centres undefined)	-11%	4%	-1%	nt	-18%	-2%	-19%	4%
Cc1ccc(CNC(=O)C2CCN(Cc3nc(-c4ccccc4C)oc3C)CC2)cc1	nt	nt	4%	nt	-6%	-3%	nt	-1%
